CHX counter: counter-screen for Shiga toxin inhibitors: cycloheximide protein synthesis inhibition; cell reporter, cycloheximide protein synthesis inhibition counterscreen; max response, %; 12% of 300,000 active; in the data active = max response mostly above about 13%, no sharp cut-off; inactive = mostly below about 14%; note: read at 38.3 µM for the half of the compounds with a filed dose; 0% is about no effect
AMA1-RON2 inh: AMA1-RON2 (P. falciparum) interaction inhibition; AlphaScreen AMA1-biotinylated RON2 peptide binding; Potency, µM (doses to about 58.2 µM), for the others: top-dose activity change, negative = inhibition, actives largely listed as inhibitors; 0.2% of 360,000 active;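 note: potency is the fitted concentration of half-maximal effect; 0% = vehicle wells and -100% = peptide control; nearly all actives have a fitted effect of over 45% in size; some results filed as inactive show a strong effect at the top dose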
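AMA1 (3D7) with his tag at 25 nM final met compounds first, then biotinylated RON2 peptide at 25 nM; detection used donor plus acceptor beads, 10 µg/mL apiece, read by AlphaScreen after 30 min at room temperature.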
AmpC inh no detg: inhibitors of E. coli AmpC beta-lactamase without detergent; AID 485341; AmpC nitrocefin hydrolysis, absorbance 480 nm, 0.0001% Triton; 0.52% of 330,000 active; P00811; Potency, µM (top dose mostly 57.1 µM), for the others: top-dose activity change, negative = inhibition, usual class: inhibitors;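 note: potency is the fitted concentration of half-maximal effect; plate controls were no compound for no effect and no enzyme for full effect; nearly all actives have a fitted effect of over 20% in size; some results filed as inactive show a strong effect at the top dose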
Target sequence (P00811 whole entry, looked up): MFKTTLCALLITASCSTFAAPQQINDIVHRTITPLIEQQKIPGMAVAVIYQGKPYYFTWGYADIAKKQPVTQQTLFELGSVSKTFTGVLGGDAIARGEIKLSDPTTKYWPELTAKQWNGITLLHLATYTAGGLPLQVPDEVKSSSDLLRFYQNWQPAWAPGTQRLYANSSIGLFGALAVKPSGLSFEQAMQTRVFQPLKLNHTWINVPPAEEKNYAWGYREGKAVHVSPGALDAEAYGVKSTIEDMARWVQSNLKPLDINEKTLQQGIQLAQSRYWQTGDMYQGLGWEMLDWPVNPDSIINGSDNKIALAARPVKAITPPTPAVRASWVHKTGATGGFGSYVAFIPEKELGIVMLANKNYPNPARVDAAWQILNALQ
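20 mM phosphate pH 7.0 + 0.01% (detergent screen) or 0.0001% Triton X-100; 5.3 nM AmpC reagent; cpd preinc 15 min RT; nitrocefin (800 uM stock) to start; A480 q20 s × 4 min; Activity was normalised to no-enzyme and no-compound control wells.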
Giardia FBPA inh: inhibitors of Giardia lamblia fructose-1,6-bisphosphate aldolase. Potency, µM (highest dose often 59.6 µM), without a hit: at the top dose activity, negative = inhibition, actives largely listed as inhibitors. 0.71% of 290,000 active. A8B2U2. purified Giardia FBPA; note: potency is the fitted concentration of half-maximal effect; % is set by controls: 0 for no effect and ±100 for the full control effect; nearly all actives have a fitted effect of over 55% in size
Target sequence (A8B2U2 whole entry, looked up): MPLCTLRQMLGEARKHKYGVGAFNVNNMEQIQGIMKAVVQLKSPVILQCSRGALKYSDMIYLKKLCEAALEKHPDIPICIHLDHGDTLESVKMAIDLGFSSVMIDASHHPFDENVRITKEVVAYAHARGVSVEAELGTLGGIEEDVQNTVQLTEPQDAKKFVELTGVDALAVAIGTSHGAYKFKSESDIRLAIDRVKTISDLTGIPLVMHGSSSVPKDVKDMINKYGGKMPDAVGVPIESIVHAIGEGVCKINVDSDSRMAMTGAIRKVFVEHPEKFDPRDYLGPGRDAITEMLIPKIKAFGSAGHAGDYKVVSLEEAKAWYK
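40 nM FBPA preincubated 10 min at RT with compound (up to 57.5 uM final), then substrate plus GAPDH/TPI/NAD/arsenate coupling and diaphorase/resazurin added. Fluorescence read after 20 min at RT, 525/598 nm.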
Shiga toxin inh: blocks Shiga toxin action in Vero cells | inhibition, % at 38.7 µM | 9.2% of 290,000 active | AID 2315 | Vero cells, Shiga toxin protein synthesis inhibition reporter; in the data active = inhibition mostly above about 28%, no sharp cut-off; inactive = mostly below about 43%; note: 0% is about no effect
AmpC inh detg: inhibitors of E. coli AmpC beta-lactamase with detergent. AmpC hydrolysis of nitrocefin, absorbance 480 nm, 0.01% Triton. P00811. Potency, µM (top dose mostly 114 µM), for inactives: at the top dose activity change, negative = inhibition, usual class: inhibitors. AID 485294. 0.041% of 370,000 active;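 note: potency is the fitted concentration of half-maximal effect; 0% = no-compound wells and -100% = no-enzyme wells; nearly all actives have a fitted effect of over 25% in size; some results filed as inactive show a strong effect at the top dose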
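20 mM phosphate pH 7.0 + 0.01% (detergent screen) or 0.0001% Triton X-100; 5.3 nM AmpC reagent; cpd preinc 15 min RT; nitrocefin (800 uM stock) to start; A480 q20 s × 4 min; Activity was normalised to no-enzyme and no-compound control wells.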
HCMV inh: inhibitors of human cytomegalovirus | HFF cells, HCMV-luciferase reporter, 72 h; stronger effect = lower value | activity change, negative = inhibition, % at 57.5 µM | 4.5% of 410,000 active | AID 1259415; in the data active = activity change below about -60%; inconclusive = no clear call, values can overlap the other calls; inactive = above about -39%; note: % is set by controls: 0 for no effect and ±100 for the full control effect
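Steps: HFFs plated, 16 h 37C; compounds added; HCMV-luciferase added to MOI 1 PFU/cell; 72 h 37C; OneGlo reagent, 5 min room temperature; luminescence read, normalized to controls.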
* marks the source's active call; other numbers are inactive results; ? = inconclusive; nt = no result given; [ ] = remark or other dose. Unless noted, calls come from the whole dose curve; as a rule, active = well fitted curve in the direction sought with a large enough effect; inconclusive = small, poorly fitted or top-dose-only effect, or another doubt; inactive = no such curve, though single readings can be large; an effect the other way counts as inactive or inconclusive. Outcome played no part in choosing rows; overall some 16% were active at least once.

SMILES	CHX counter	AMA1-RON2 inh	AmpC inh no detg	Giardia FBPA inh	Shiga toxin inh	AmpC inh detg	HCMV inh
COc1ccc(/C=N/NC(=O)c2cc(-c3ccc4c(c3)OCO4)n[nH]2)cc1OC	28.7*	-7.5%[2.32 µM]	64.5%[activator]	3.6%	9.4	-6.6%	-10.0
Cc1cc(C(=O)COC(=O)CC2Sc3ccccc3NC2=O)c(C)n1-c1ccccc1 (stereo unspecified)	66.2*	-16.3%	-28.0%	-16.6%	49.7*	0.3%	-11.0
CC(C)(CO)NS(=O)(=O)c1ccc2c(c1)oc(=O)c1cc(S(=O)(=O)NC(C)(C)CO)ccc12	-2.3	-5.6%	nt	2.6%	-12.2	-2.2%	32.3
CC1(C)Cc2c(c(-c3ccco3)nc3sc4c(NCCO)ncnc4c23)CO1	-5.4	-3.8%	-3.9%	-0.8%	24.2	8.8%	-74.6*
CC(C)(O)C#Cc1ccc(C(=O)N2CCC(C(N)=O)(N3CCCCC3)CC2)cc1	-2.0	-21.1%	23.3%	4.1%	1.3	-15.3%	144.2
CC1CCN(C(=O)c2ccc(-n3cnnn3)cc2)CC1	1.5	1.6%	-15.4%	6.3%	26.7	1.2%	-13.8
CC(=O)Nc1ccc(SCC(=O)NC(=O)c2ccc(S(=O)(=O)N(C)C)cc2)cc1	nt	-0.3%	-17.4%	nt	nt	nt	127.9
CN(C)/C=C1/NC(=S)NC1=O	-1.8	28.5%	-3.1%	?	-3.9	7.4%	-26.1
N#Cc1c(C(F)(F)F)cc(-c2ccc(F)cc2)nc1SCC(=O)O	11.2	13.3%	-24.7%	15.8%	-3.7	-0.8%	-2.0
CC1(C)Cc2c(cnn2-c2cccc(F)c2)C(NC(=O)CSc2ccncc2)C1 (stereo unspecified)	1.0	-10.7%	-1.8%	nt	25.9	-5.7%	24.8
CCC(C)(C)n1nnnc1C(c1ccc(F)cc1)N1CCC(C(N)=O)CC1 (stereo unspecified)	-3.0	3.3%	10.6%	-6.5%	-9.8	1.6%	-31.5
CSc1ccccc1NC(=O)CN(C)Cc1c(O)ccc2ccccc12	-5.6	43.3%[activator]	-41.0%	-24.6%	-1.3	-13.8%	29.7
Cc1ccc(OCCCCc2c(C)n[nH]c2C)cc1	7.7	4.4%	15.4%	20µM*	25.2	0.6%	-20.3
c1ccc(NC2=NCCS2)cc1	-0.5	-5.9%	-23.3%	1.2%	28.3	2.3%	-34.5
Cn1c(NC(=O)c2ccccc2)c(-c2cccs2)c(=O)c2ccccc21	-5.7	4.1%	-25.6%	-4.5%	-4.3	-0.6%	18.0
CCCOc1ccc(/C(O)=C2/C(=O)C(=O)N(c3ccccn3)C2c2ccc(OC)cc2)cc1C (stereo unspecified)	8.7	52.5%[activator]	-23.9%	4.1%	7.3	2.3%	22.2
CN(C(=O)c1ccccc1Cl)C1CCCCC1	13.4*	-3.0%	-15.8%	1.1%	-1.7	-2.6%	36.8
Nc1ccc2oc(CCc3ccccc3)nc2c1	47.7*	1.8%	-12.1%	?	166.5*	2.8%	nt
CCn1cc([N+](=O)[O-])c(C(=O)N2N=C3/C(=C/c4cccs4)CCCC3C2c2cccs2)n1 (stereo unspecified)	0.2	-20.1%	57.4%	1.3%	-2.4	-13.5%	42.8
CC(NC(=O)C1CCC(CNc2c(N3CCOCC3)c(=O)c2=O)CC1)c1ccccc1 (stereo unspecified)	-6.6	16.3%	-10.7%	4.6%	-10.7	?	-5.7
COc1ccc2[nH]c3c(c2c1)CCN1C(=O)C(CC(=O)NCCN2CCOCC2)C[C@H](C(=O)N2CCCCC2)[C@@]31C (stereo partly specified)	nt	-3.6%	67.2%[activator]	nt	nt	nt	4.9
Cc1ccc2c(c1)N(C(=O)CCC(=O)NCc1ccccn1)CC(C)O2 (stereo unspecified)	-1.9	3.9%	-5.7%	3.3%	-0.8	-2.7%	5.8
O=C(O)c1cccc(N2C(=O)/C(=C/c3ccc([N+](=O)[O-])cc3)C=C2c2ccccc2)c1	22.6*	?	-26.0%	-6.2%	38.1*	-9.8%	7.4
Fc1ccccc1N1CCN(C(c2ccccn2)c2nnnn2C2CCCCC2)CC1 (stereo unspecified)	4.8	6.5%	92.0%[activator]	0.9%	-8.1	-0.7%	-15.8
COC(=O)C(C)N(C(=O)c1cccc(Cl)c1)c1c(C)cccc1C (stereo unspecified)	0.4	0.1%	77.8%[activator]	-16.6%	-25.7	-2.8%	4.2
CC(C)(C)c1ccc(-c2n[nH]c(=S)n2C2CCCC2)cc1	-2.6	33.3%[activator]	-39.0%	7.9%	-13.4	-2.1%	-90.9*
CCOC(=O)C1CCN(Cc2cc(=O)oc3cc(C)c(Cl)cc23)CC1	1.1	4.6%	-9.4%	2.9%	-3.1	-7.3%	25.5
C#CC1(NC(=O)N(C)C)CCCCC1	-1.5	0.0%	-4.2%	3.3%	-1.7	3.8%	8.3
C/C(=C\C(=O)c1ccc(Br)cc1)NCc1ccccc1	18.7*	25.6%	-37.8%	1.1%	62.2	1.2%	-22.0
COc1ccc([N+](=O)[O-])cc1NCC(=O)c1ccc(C)cc1	20.4	42.9%[activator]	-53.7%	?	17.1	-7.8%	23.3
COc1ccc(N(C(=O)c2ccccc2OC)C2C=CS(=O)(=O)C2)c(OC)c1 (stereo unspecified)	-5.6	7.8%	-12.2%	-2.5%	-8.5	-2.8%	33.2
Cc1cc(C(=O)N2CCc3ccccc32)c2ccccc2n1	-3.1	1.3%	-6.4%	3.4%	-9.0	?	2.6
CCn1nnnc1SCC(=O)c1cccc(OC)c1	19.2*	0.0%	-16.8%	-6.0%	13.9	3.4%	-25.0
CC(C)(C)NC(=O)NC(=O)COC(=O)CNS(=O)(=O)c1ccc(Br)cc1Cl	0.8	-0.7%	-6.4%	-5.2%	-12.6	-0.6%	-26.8
CCCn1c(=O)[nH]c(=O)c2c1nc(-c1ccc3c(c1)OCCO3)n2CCN1CCOCC1	0.4	-10.0%	15.8%	-3.8%	-5.3	-16.0%	70.6
O=C(NC1CCSC1=O)c1cccc(Cl)c1 (stereo unspecified)	-1.9	-6.4%	-18.8%	-1.1%	-2.4	-1.7%	-16.2
Fc1ccccc1COc1ccccc1/C=N/Nc1nc(N2CCCC2)nc(N2CCCC2)n1	-4.0	-5.8%	-40.6%	-1.8%	-6.1	-5.4%	-1.2
CC(=O)c1ccc(OCC(=O)Nc2ccccc2N2CCCC2)cc1	1.5	-1.9%	-0.2%	nt	10.4	3.3%	-83.1*
COc1ccc(NC(=O)CCNC(=O)c2ccco2)cc1OC	1.3	5.4%	-16.2%	-1.1%	-6.5	-15.5%	-12.8
C=CCN(C(=O)Cn1ncc2c1-c1cc(C)ccc1OC2)c1ccccc1	-3.2	-13.9%	?	2.6%	-10.9	-11.5%	-19.7

Laid out differently: 11 of the compounds above
Second line of a record: CHX counter	AMA1-RON2 inh	AmpC inh no detg	Giardia FBPA inh	Shiga toxin inh	AmpC inh detg	HCMV inh
C/C(=C\C(=O)c1ccc(Br)cc1)NCc1ccccc1
→ 18.7*	25.6%	-37.8%	1.1%	62.2	1.2%	-22.0
COc1ccc([N+](=O)[O-])cc1NCC(=O)c1ccc(C)cc1
→ 20.4	42.9%[activator]	-53.7%	?	17.1	-7.8%	23.3
COc1ccc(N(C(=O)c2ccccc2OC)C2C=CS(=O)(=O)C2)c(OC)c1 (stereo unspecified)
→ -5.6	7.8%	-12.2%	-2.5%	-8.5	-2.8%	33.2
Cc1cc(C(=O)N2CCc3ccccc32)c2ccccc2n1
→ -3.1	1.3%	-6.4%	3.4%	-9.0	?	2.6
CCn1nnnc1SCC(=O)c1cccc(OC)c1
→ 19.2*	0.0%	-16.8%	-6.0%	13.9	3.4%	-25.0
CC(C)(C)NC(=O)NC(=O)COC(=O)CNS(=O)(=O)c1ccc(Br)cc1Cl
→ 0.8	-0.7%	-6.4%	-5.2%	-12.6	-0.6%	-26.8
CCCn1c(=O)[nH]c(=O)c2c1nc(-c1ccc3c(c1)OCCO3)n2CCN1CCOCC1
→ 0.4	-10.0%	15.8%	-3.8%	-5.3	-16.0%	70.6
O=C(NC1CCSC1=O)c1cccc(Cl)c1 (stereo unspecified)
→ -1.9	-6.4%	-18.8%	-1.1%	-2.4	-1.7%	-16.2
Fc1ccccc1COc1ccccc1/C=N/Nc1nc(N2CCCC2)nc(N2CCCC2)n1
→ -4.0	-5.8%	-40.6%	-1.8%	-6.1	-5.4%	-1.2
CC(=O)c1ccc(OCC(=O)Nc2ccccc2N2CCCC2)cc1
→ 1.5	-1.9%	-0.2%	nt	10.4	3.3%	-83.1*
COc1ccc(NC(=O)CCNC(=O)c2ccco2)cc1OC
→ 1.3	5.4%	-16.2%	-1.1%	-6.5	-15.5%	-12.8

Further records follow.
SMILES	CHX counter	AMA1-RON2 inh	AmpC inh no detg	Giardia FBPA inh	Shiga toxin inh	AmpC inh detg	HCMV inh
CC(=O)c1cccc(NC(=S)N2CCN(c3ccccn3)CC2)c1	9.6	-2.3%	-12.2%	-18.0%	3.1	?	54.4
CCC1(CC)NC(=S)N(Nc2ccccc2)C1=O	-1.3	-11.3%	-15.1%	0.0%	-5.3	-11.4%	-38.7
O=C1c2ccccc2C(=O)C1c1ccncc1	22.2*	-6.7%	-12.3%	-1.6%	46.2	5.3%	190.9
Cc1cc(Cl)ccc1NC(=S)NCc1ccccc1	1.7	11.8%	-1.3%	-5.2%	-3.9	0.9%	-28.7
CN(C)S(=O)(=O)Nc1ccccc1F	-0.7	-12.9%	-14.6%	-5.4%	15.1	5.3%	-13.1
O=C(Nc1ccccc1)c1cccc(-c2nnc(-c3ccccc3)o2)c1	17.2*	-2.4%	-1.1%	-0.1%	-4.2	-1.0%	6.3
COc1ccc(N2CCN(c3oc(COc4ccc(Cl)cc4)nc3C#N)CC2)cc1	8.1	?	14.6%	-2.1%	-1.6	-10.2%	-26.2
COc1ccc(CCNC(=O)c2ccc3c(=O)n(Cc4ccco4)c(=S)[nH]c3c2)cc1OC	-0.6	38.6%[activator]	-15.4%	-2.7%	4.7	3.0%	-0.7
Cc1ccc(C(=O)NC(O)C(Cl)Cl)cc1 (stereo unspecified)	-4.6	21.8%	-9.7%	3.3%	-5.8	-15.7%	-12.7
OCC[C@@H]1C[C@@H](O)[C@H](O)[C@@]2(CCCc3ccccc3O2)O1	0.6	5.4%	-0.6%	5.9%	-3.3	-18.1%	27.5
CCOc1ccc2sc(NS(=O)(=O)c3ccc(N)cc3)nc2c1	-1.5	-7.3%	-42.9%	11.9%	-0.6	-0.9%	6.7
O=S(=O)(Cc1ccc(Cl)cc1)N1CCN(Cc2ccccc2)CC1	-3.7	-2.8%	-18.0%	15.4%	5.0	1.4%	45.3
CCc1ccc(-n2c(C)n[nH]c2=S)cc1	-5.6	3.9%	-18.8%	?	39.1	4.2%	-29.2

Bioassay records (PubChem BioAssay)
